pPAFAH inh: pPAFAH (human) enzyme inhibition; Q13093; recombinant pPAFAH, FP-rhodamine probe fluorescence polarization; inhibition, % at 3.39 µM; 1.5% of 330,000 active; AID 463082;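 active = inhibition above the mean inhibition across the screen plus 3 SD, cut at about 25% in these data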;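 also: inhibitors block binding of the rhodamine activity-based probe so polarization drops; 0% = enzyme with DMSO and 100% = wells lacking pPAFAH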
PAFAH1B2 inh: inhibitors of human PAFAH1B2; P68402; recombinant PAFAH1B2, FP-rhodamine activity probe, fluorescence polarization; inhibition, % at 3.39 µM; 1.2% of 340,000 active; AID 492953;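 active = inhibition above the mean of all tested compounds plus 3 SD, cut at about 24% in these data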;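 also: 0% = enzyme with DMSO and 100% = wells lacking PAFAH1B2; many of its hits are not listed in these tables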
Target sequence (P68402 whole entry, looked up): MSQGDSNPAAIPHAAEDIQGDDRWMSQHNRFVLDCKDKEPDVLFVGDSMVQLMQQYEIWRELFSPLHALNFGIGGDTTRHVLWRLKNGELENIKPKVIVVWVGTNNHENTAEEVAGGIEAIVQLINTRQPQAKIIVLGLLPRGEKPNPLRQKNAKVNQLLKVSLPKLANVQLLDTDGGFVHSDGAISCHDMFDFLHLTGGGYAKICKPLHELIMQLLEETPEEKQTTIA
GSTO1 counter: counter-screen for RBBP9 inhibitors: inhibitors of human GSTO1; inhibition, % at 5.96 µM; P78417; recombinant GSTO1, activity-based probe fluorescence polarization; 1.1% of 300,000 active;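 active = inhibition above the campaign mean inhibition plus 3 SD, cut at about 35% in these data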;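 also: 0% = GSTO1-1 with DMSO and 100% = wells lacking GSTO1-1 enzyme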
Target sequence (P78417 whole entry, looked up): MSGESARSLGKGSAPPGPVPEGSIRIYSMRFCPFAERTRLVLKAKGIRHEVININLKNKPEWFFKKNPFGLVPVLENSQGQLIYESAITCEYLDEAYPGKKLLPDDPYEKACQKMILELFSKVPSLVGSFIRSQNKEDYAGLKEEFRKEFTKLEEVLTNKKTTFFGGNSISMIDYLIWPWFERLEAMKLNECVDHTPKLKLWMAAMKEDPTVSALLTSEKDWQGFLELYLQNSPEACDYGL
LYPLA1 counter: counter-screen for PME1 inhibitors: inhibitors of human LYPLA1; 0.16% of 320,000 active; inhibition, % at 5.9 µM; recombinant LYPLA1, FP-Rh probe fluorescence polarization;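 active = inhibition above the mean of all tested compounds plus 3 SD, set per campaign, cut at about 14% in these data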;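 also: inhibitors block serine hydrolase probe labeling of LYPLA1 so polarization falls; 0% = enzyme with DMSO and 100% = wells lacking LYPLA1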
Target sequence (O75608 whole entry, looked up): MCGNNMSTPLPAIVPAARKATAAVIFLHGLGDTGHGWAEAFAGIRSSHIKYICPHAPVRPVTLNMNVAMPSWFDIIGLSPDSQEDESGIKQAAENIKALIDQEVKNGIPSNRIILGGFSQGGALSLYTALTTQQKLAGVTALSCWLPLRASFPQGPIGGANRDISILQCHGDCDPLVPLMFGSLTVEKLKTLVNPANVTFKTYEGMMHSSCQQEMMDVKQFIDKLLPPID
Fam108B inh: blocks mouse Fam108B hydrolase in RBBP9 counter-screen; AID 1947; 0.33% of 300,000 active; inhibition, % at 9.51 µM; recombinant Fam108B, FP-Rh probe fluorescence polarization;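 active = inhibition above the screen mean inhibition plus 3 SD, computed separately per campaign, cut at about 18% in these data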;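 also: inhibitors lower polarization as less probe binds the enzyme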
PME-1 primary: PME-1 (human) inhibition; inhibition, % at 5.9 µM; recombinant PME-1, FP-Rh probe fluorescence polarization; Q9Y570; 0.53% of 320,000 active;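 active = inhibition above the campaign mean of all compounds plus 3 SD, cut at about 26% in these data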;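 also: competitive labeling of PME-1 active site by serine hydrolase directed probe; 0% = PME-1 with DMSO and 100% = wells lacking PME-1 enzyme; inhibitors block probe labeling so polarization falls and inhibition rises; many of its hits are not listed in these tables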
PAD4 FP inh: inhibitors of human PAD4. Q9UM07. recombinant PAD4, RCA probe fluorescence polarization. inhibition, % at 6.36 µM. 0.41% of 330,000 active;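 active = percent inhibition above a cutoff equal to the mean of all tested compounds plus 3 SD, cut at about 15% in these data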;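 also: 0% = PAD4 with RCA probe and DMSO and 100% = probe without PAD4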
PAFAH2 FP inh: inhibitors of human PAFAH2. 0.99% of 340,000 active. recombinant PAFAH2, FP-rhodamine activity probe, fluorescence polarization. Q99487. AID 492956. inhibition, % at 3.39 µM;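 active = inhibition above the mean over all tested compounds plus 3 SD, cut at about 30% in these data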;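 also: inhibitors block probe labeling of enzyme so polarization drops; 0% = enzyme with DMSO and 100% = wells lacking PAFAH2 protein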
PAFAH1B3 inh: blocks human PAF acetylhydrolase 1B catalytic subunit 3 | recombinant PAFAH1B3, FP-rhodamine probe, fluorescence polarization | inhibition, % at 3.39 µM | 0.28% of 340,000 active | AID 492972;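 active = inhibition above the screen-wide average of all tested compounds plus 3 SD, cut at about 25% in these data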;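 also: 0% = enzyme with DMSO only and 100% = wells lacking PAFAH1B3 protein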
Target sequence (Q15102 whole entry, looked up): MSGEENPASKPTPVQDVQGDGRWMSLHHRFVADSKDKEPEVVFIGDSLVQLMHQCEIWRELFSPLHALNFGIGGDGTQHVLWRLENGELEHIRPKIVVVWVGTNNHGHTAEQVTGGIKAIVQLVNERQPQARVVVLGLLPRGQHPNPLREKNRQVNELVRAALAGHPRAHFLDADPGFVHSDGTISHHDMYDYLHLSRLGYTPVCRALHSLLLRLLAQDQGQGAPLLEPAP
Numbers without * were called inactive; · = no result given; & = joins results of further samples. A portion of the library; the hit share may differ from the screen's.

SMILES | pPAFAH inh | PAFAH1B2 inh | GSTO1 counter | LYPLA1 counter | Fam108B inh | PME-1 primary | PAD4 FP inh | PAFAH2 FP inh | PAFAH1B3 inh
CN(CC(=O)Nc1ccc(Cl)cc1)C1=NS(=O)(=O)c2ccccc21 | -1 | 4 | · | -5 | · | 3 | 0 | 1 | 7
CCOC(=O)c1c(C)c(C(=O)NCc2ccccn2)c(C)n1C | 7 | 2 | 8 | 1 | -5 | 1 | 1 | -14 | 1
O=C(Nc1cc(C(F)(F)F)ccc1N1CCOCC1)c1n[nH]c(=O)c2ccccc12 | -1 | -1 | -4 | -1 | 0 | -6 | 3 | 1 | -6
O=C(COC(=O)C12CC3CC(CC(Br)(C3)C1)C2)Nc1ccc2[nH]c(=O)[nH]c2c1 | 7 | 37* | -2 | 2 | 6 | 10 | 1 | 3 | 2
Cc1nnsc1S(=O)c1ccc(Cl)c(Cl)c1 (centres undefined) | 3 | 6 | -1 | -2 | -4 | -5 | 3 | 0 | 2
COc1ccccc1C(=O)OCC(=O)Nc1cccc(S(=O)(=O)NC2=NCCCCC2)c1 | 4 | 7 | · | · | · | · | -3 | 12 | 3
Cc1cccc(NC(=O)CSC(N)=O)c1C | 10 | -1 | 3 | 0 | 9 | 7 | 2 | 3 | -3
CCC(=O)N1CCc2cc(Br)cc(S(=O)(=O)CCC(=O)N(CC)CC)c21 | -1 | 4 | 2 | -3 | -2 | -2 | -5 | -2 | 5
CS(=O)(=O)Nc1ccc(C2=NN(C(=O)c3ccco3)C(c3ccccc3F)C2)cc1 (centres undefined) | 2 | 2 | -4 | -5 | 7 | 0 | -8 | -1 | 6
COC(CNC(=O)C1CCC(CNS(=O)(=O)c2c(C)cc(C)cc2C)CC1)OC (centres undefined) | 3 | 6 | 3 | 4 | -3 | 2 | -2 | 9 | 7
Cc1noc(/C=C/N(C)C)c1S(=O)(=O)N(C)Cc1ccc(F)cc1 | 6 | -4 | 3 | -1 | 1 | 1 | -1 | 4 | -2
Cc1ccc(NC(=O)N2CCCC2C(=O)NCC2CCCO2)cc1 (centres undefined) | 8 | 5 | 1 | -1 | -4 | -1 | 0 | 2 | 4
O=C(NC(=S)Nc1ccccc1O)c1ccccc1Cl | 2 | 4 | 20 | 2 | 5 | -2 | 1 | 8 | 6
COCCCN1C(=O)c2ccc(C(=O)Nc3ccccc3OC)cc2C1=O | 6 | 2 | 4 | 0 | 3 | -4 | 2 | -3 | -1
O=C(N/N=C/c1ccco1)c1ccc(OCc2ccccc2)cc1 | -4 | 6 | -7 | -2 | -4 | -5 | 2 | 0 | 2
Nc1nc(SCC(=O)NCCC(c2ccccc2)c2ccccc2)n[nH]1 | 8 | 4 | 5 | 1 | 0 | 4 | -3 | 2 | 1
CCCOc1cccc(NC(=O)c2c(-c3ccccc3)noc2C)c1 | 3 | 2 | 7 | -1 | -3 | -11 | -3 | 0 | 0
CCOc1ccc(-c2cccc(NC(=O)c3ccco3)c2)nn1 | 1 | 0 | 5 | 0 | 1 | 2 | 1 | -7 | 3
O=C(/C=C/c1ccco1)NCC(=O)N/N=C/c1ccccc1[N+](=O)[O-] | 8 | 0 | 2 | 2 | 2 | 1 | 1 | -8 | 6
O=C(O)c1ccccc1-c1ccccc1C(=O)Nc1ccccc1Br | 1 | -1 | -2 | 4 | 3 | 4 | -1 | 6 | -3
COc1ccc(CCNC(=O)c2ccccc2-c2ccccc2C(=O)O)cc1OC | 2 | 1 | 3 | 2 | -8 | 2 | -8 | 2 | 7
COc1ccccc1NC(=O)COc1ccc(-c2nn(C)c(=O)c3ccccc23)cc1 | -1 | 1 | -38 | -4 | -3 | -1 | -1 | -4 | 10
CN1CCN(c2ccccc2NC(=O)c2ccc(-c3ccccc3[N+](=O)[O-])o2)CC1 | 1 | -3 | 5 | 3 | -1 | 9 | 0 | 3 | 4
Cc1ccc(NN=Nc2nc3c([nH]2)c(=O)n(C)c(=O)n3C)cc1 | 4 | 5 | 10 | -4 | 3 | 2 | 1 | 4 | -8
C=CCn1c(SCC(=O)NC(=O)NCCC)nnc1C1CCCCC1 | 4 | 7 | 4 | 1 | -6 | -6 | -4 | -4 | 8
CCOC(=O)c1ccc(OCC2NCCc3cc(OC)c(OC)cc32)cc1 (centres undefined) | 3 | 0 | -7 | 2 | 0 | -8 | -2 | 3 | -5
Cc1nnsc1-c1nnc(SCC(=O)c2ccc(F)cc2)n1C1CC1 | 3 | -2 | 6 | 3 | 1 | -3 | 3 | 2 | 4
COc1ccc(CC(=O)NCc2n[nH]c(=S)n2-c2ccccc2)cc1 | 2 | 21 | 12 | 1 | -1 | 0 | 5 | -1 | -2
CCN=C1SC(CC(=O)Nc2ccc3c(c2)OCO3)C(=O)N1CC (centres undefined) | 4 | 2 | 0 | 0 | 2 | -1 | -4 | -2 | -6
Fc1ccccc1-c1csc(=Nc2cccnc2)n1CC1CCCO1 (centres undefined) | 0 | 1 | 4 | 0 | -3 | 9 | 1 | 0 | 4
CCc1ccc(NC(=O)N(Cc2ccco2)C(C)c2cccs2)cc1 (centres undefined) | -3 | 0 | 1 | -1 | -1 | -1 | 0 | 4 | 1
CCOC(=O)C1CCCN(c2cc(=O)n(C3CCCCC3)c(=O)[nH]2)C1 (centres undefined) | -8 | -4 | -7 | -1 | 0 | -2 | 6 | 5 | -2
CCNC(=O)NC(=O)CSc1ccc(S(=O)(=O)N(C)C2CCCCC2)cn1 | 5 | 11 | · | 1 | · | 5 | 4 | 1 | 9
CCCc1cc(=O)[nH]c(SCC(=O)Nc2ccc(C)c(S(=O)(=O)N3CCCCC3)c2)n1 | 22 | 20 | · | -3 | · | 4 | 0 | -3 | 3
COc1ccc(C(=O)C2CCCN(C(=O)c3n[nH]c4c3CCCC4)C2)cc1OC (centres undefined) | -4 | 4 | -10 | 2 | 5 | 0 | -4 | 7 | -1
O=C(Cn1cccc1C(=O)c1ccccc1)NCCCc1ccccc1 | 5 | 9 | -9 | 0 | -1 | -1 | 2 | 4 | -4
CCSc1nc(=O)n(-c2ccccc2)c(C)c1C(C)=S | -4 | 5 | -7 | 0 | -7 | 0 | -1 | -3 | -2
O=C(NNc1c(Cl)cc(Cl)cc1Cl)C1CCC1 | 5 | -2 | 1 | 0 | 4 | -1 | 0 | -1 | 6
CCc1ccc(C(C)NC(=O)c2cc(C)oc2C)cc1 (centres undefined) | 1 | 3 | 2 | -1 | -2 | -4 | -2 | -8 | -11
COc1cc(NC(=O)Cn2cnc(S(=O)(=O)N3CCCC3)c2)cc(OC)c1OC | 3 | 1 | 1 | 5 | 0 | -4 | 0 | -3 | 10
CCC(C)NC(=O)Cc1c(OC)ccc2cc(Br)ccc12 (centres undefined) | 6 | 5 | 6 | 3 | 4 | 0 | -2 | -5 | 7
COCCCN1CN(Cc2ccccc2)CNC1=S | 6 | 3 | -3 | 0 | -1 | -3 | -2 | 5 | 3
Cc1c(C)n(CCCN(C)C)c2ncnc(NC3CCCCC3)c12 | 5 | 5 | 2 | -2 | -5 | -1 | 1 | -1 | 7
Cc1c(Br)c([N+](=O)[O-])nn1C(C)C(=O)NCc1cccnc1 (centres undefined) | 4 | 1 | 8 | 4 | -1 | 3 | -5 | -4 | 3
O=C(O)CC1SC(=Nc2cccc(O)c2)NC1=O (centres undefined) | 5 | -2 | 4 | 0 | 3 | 5 | -2 | 1 | 3
N#Cc1cccc(-n2nnnc2-c2ccccn2)c1 | 4 | 8 | 2 | 3 | 4 | 2 | 2 | 8 | 5
O=Cc1ccc2oc3nc4n(c(=O)c3c(=O)c2c1)CCCS4 | 3 | 6 | -23 | -7 | -5 | -12 | -5 | 27 | 6
CN(C)S(=O)(=O)NC(c1ccccc1)c1ccccc1 | -4 | 3 | 2 | 3 | 2 | 3 | -4 | -1 | 6
CCOc1nc(Nc2ccc(OC)cc2)nc(N2CCOCC2)n1 | 2 | 2 | -4 | -2 | -7 | -10 | 3 | 0 | 8
O=S(=O)(c1ccc2c(c1)OCCO2)N1CCC(c2nc3ccccc3s2)CC1 | 3 | 0 | -3 | 1 | 3 | 4 | -2 | -4 | 3

The listing continues.
SMILES | pPAFAH inh | PAFAH1B2 inh | GSTO1 counter | LYPLA1 counter | Fam108B inh | PME-1 primary | PAD4 FP inh | PAFAH2 FP inh | PAFAH1B3 inh
COc1ccc2c(c1)cc1n2CCN2CCCN=C12 | 4 | -4 | -4 | -1 | -1 | -5 | 4 | 4 | 10
Cc1cccc(OCc2nc(C#N)c(N3CC(C)CC(C)C3)o2)c1 (centres undefined) | 4 | 9 | -4 | -6 | -2 | -4 | 1 | -4 | 1
Cc1ccc(NC(=O)COC(=O)c2nn(C)cc2Cl)cc1 | 0 | 1 | 11 | 1 | -2 | -11 | -2 | 8 | 7
COC(=O)c1sccc1N/N=C/c1ccc(OC)c(OC)c1OC | 6 | 5 | 2 | 3 | 4 | 21 | -6 | 8 | 2
Cc1nnc(SCC(=O)N(CC(C)C)c2c(N)n(CC(C)C)c(=O)[nH]c2=O)n1-c1ccccc1 | 0 | 6 | 2 | 4 | 2 | -2 | -1 | 4 | 17
Cc1cccc(NC(=O)CSc2nnc(-c3ccccc3Br)o2)c1C | 0 | -4 | 7 | -1 | -8 | 3 | -2 | -2 | -2
O=C(NCCc1ccccc1)C1CCN(Cc2ccccc2F)CC1 | -3 | 4 | 0 | -6 | -2 | -2 | -2 | -1 | 6
CC(C)Cc1ccc(S(=O)(=O)Nc2ccccn2)cc1 | 8 | 1 | 16 | 1 | 2 | 1 | 2 | 3 | -4
CC(C)C(=O)N1CCN(CCN=CC2=C(O)CC(c3ccco3)CC2=O)CC1 (centres undefined) | 0 | 3&-1 | 1 | 2 | 2 | -1 | -10 | 4&4 | 8&4
CCCOC(=O)c1ccc(OCC(O)CN2C(=O)NC(C)(C)C2=O)cc1 (centres undefined) | 6 | 1 | -5 | -1 | 0 | -6 | 1 | 3 | 0
O=C(CSc1nc2ccsc2c(=O)n1-c1ccccc1)N1CCCC1 | 7 | -2 | 0 | -3 | 0 | 1 | -1 | 4 | -8
N#Cc1ccc(NC(=O)COC(=O)C2Cc3ccccc3CN2C(=O)c2ccccc2)cc1 (centres undefined) | 6 | 3 | 4 | 0 | 1 | -3 | 0 | 1 | 0
O=Cc1ccc(OC(=O)c2cccnc2)cc1 | -4 | 0 | 1 | -6 | 3 | -3 | 3 | 6 | 13
Cc1ccc(CN2CCN(Cc3nc(C(C)C)cs3)CC2CCO)cc1 (centres undefined) | -1 | -4 | -6 | 2 | -7 | -6 | -8 | -5 | 3
COc1ccc(CN(CC2CCC(C(=O)O)CC2)C(=S)Nc2cc(C)cc(C)c2)cc1 (centres undefined) | 2 | 1 | -2 | 1 | 1 | -2 | 1 | -1 | -1
COc1ccc(CC(=O)NNS(=O)(=O)c2ccccc2)cc1OC | -3 | 2 | 0 | 0 | 0 | -2 | -2 | 2 | 3
Cc1nc2ccc(NC(=O)c3nn(C(C)C)c(=O)c4ccccc34)cc2s1 | 0 | -1 | -16 | 1 | 0 | 4 | -2 | -2 | 5
